Source: PubChem BioAssay (National Center for Advancing Translational Sciences (NCATS))
HT1080NT lethal = qHTS for induction of synthetic lethality in tumor cells producing 2HG: qHTS for the HT-1080-NT fibrosarcoma cell line; 360,000 compounds, 1.6% hits; HT-1080-NT fibrosarcoma viability, CellTiter-Glo ATP luminescence, 48 h; Potency, µM (doses to about 46.1 µM), for inactives: top-dose activity, negative = less viability, actives largely listed as cytotoxic;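 also: NT is the 2HG producing partner of a matched IDH1 knockdown line; potency is read from the fitted curve at half-maximal effect; 0% = DMSO-treated cells and -100% = media-only wells without cells; nearly all actives have a fitted effect of over 55% in size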
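750 cells/well, RPMI + 5% FBS; 2 h settle, compound pin-transfer, 48 h at 37 degrees C. CellTiter-Glo 10 min RT, luminescence. Normalized to DMSO and media-only wells.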
DRD3 agonist = qHTS of D3 Dopamine Receptor Agonist: qHTS | AID 652048, 2013 | D(3) dopamine receptor (Homo sapiens), P35462 | max activation, % | 410,000 compounds, 0.58% hits | D3R DiscoveRx beta-arrestin cells, luminescence, 90 min; in the data active = max activation above about 30%; also: 0% is about no effect; mostly tested at two doses, the higher about 12 µM
Target sequence (P35462 whole entry, looked up): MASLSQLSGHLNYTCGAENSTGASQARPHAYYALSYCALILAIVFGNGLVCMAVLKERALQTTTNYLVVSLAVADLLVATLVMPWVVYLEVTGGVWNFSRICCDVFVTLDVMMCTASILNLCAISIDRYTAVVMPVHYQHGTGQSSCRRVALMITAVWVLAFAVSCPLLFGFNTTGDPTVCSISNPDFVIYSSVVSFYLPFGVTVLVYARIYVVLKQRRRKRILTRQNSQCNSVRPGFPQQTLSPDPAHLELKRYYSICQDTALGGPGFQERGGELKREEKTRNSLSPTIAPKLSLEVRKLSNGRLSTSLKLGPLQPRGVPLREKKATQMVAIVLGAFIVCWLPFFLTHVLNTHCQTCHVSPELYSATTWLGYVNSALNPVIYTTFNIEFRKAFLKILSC
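Agonist-mode cell screen: cells plated at 1500/well and incubated overnight at 37 °C, then exposed to library compounds for 90 min at 37 °C. Detection reagent was added for 30–60 min at room temperature, and luminescence was read.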
KB-3-1 cytotox = qHTS assay for MDR1-selective chemotherapeutics: Primary screen using the parental adenocarcinoma cell KB-3-1 | KB-3-1 viability, CellTiter-Glo ATP luminescence, 72 h | Potency, µM (titrated, usually from 46.1 µM), for inactives: at the highest dose activity change, negative = cytotoxic, hits mostly cytotoxic | 400,000 compounds, 1.4% hits | AID 1347075, 2019; also: potency is read from the fitted curve at half-maximal effect; % is scaled to controls: 0 for no effect and ±100 for the full control effect; nearly all actives have a fitted effect of over 60% in size
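72 h, 37 °C compound treatment of KB-3-1 parental cells; CellTiter-Glo added, 10 min, luminescence read. Data corrected against DMSO-only plates and normalized before curve fitting.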
SW480 rerep = A quantitative high throughput screen for small molecules that induce DNA re-replication in SW480 colon adenocarcinoma cells. SW480 DNA re-replication, Hoechst DNA content imaging, 48 h. Potency, µM (highest dose often 46.1 µM), for the others: top-dose re-replication activation, hits mostly activators. 340,000 compounds, 1.8% hits. AID 624297, 2012; also: potency is read from the fitted curve at half-maximal effect; % of control where 0% means no effect; nearly all actives have a fitted effect of over 55% in size
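Treated cells incubate 48 hr (37 C, 5% CO2), are stained 40 min with Hoechst, and nuclear fluorescence is enumerated; a rise in nuclei with high DNA signal marks re-replication.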
MCF10A rerep = A quantitative high throughput screen for small molecules that induce DNA re-replication in MCF 10a normal breast cells; MCF 10A DNA re-replication, Hoechst nuclear intensity, 48 h; Potency, µM (doses to about 46.1 µM), without a hit: top-dose activity, positive = re-replication, actives largely listed as activators; 350,000 compounds, 2.9% hits; AID 624296, 2012; also: potency is read from the fitted curve at half-maximal effect; % of control where 0% means no effect; nearly all actives have a fitted effect of over 50% in size
IL-1B inflam inh = qHTS for Inhibitors of Inflammasome Signaling: IL-1-beta AlphaLISA Primary Screen; THP-1 LPS/ATP IL-1B secretion, AlphaLISA, 16 h; stronger effect = lower value; activity change, % at 57.5 µM; 360,000 compounds, 4.7% hits; AID 743279, 2014; in the data active = activity change below about -50%; inconclusive = mostly about -30% to -49%; also: % is scaled to controls: 0 for no effect and ±100 for the full control effect
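THP-1 cells pretreated 1 hr with compounds (up to 57.5 uM final), then stimulated with LPS (250 ng/mL final) plus ATP (1.25 mM final); secreted IL-1B measured by AlphaLISA after 16 hr, decreased signal indicating inhibition.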
KB-V1 MDR tox = qHTS assay for MDR1-selective chemotherapeutics: Primary screen using the drug-selected MDR subline cells KB-V1. KB-V1 MDR cells viability, CellTiter-Glo, 72 h. Potency, µM (highest dose often 46.1 µM), for the others: at the highest dose activity change, negative = cytotoxicity, most hits filed as cytotoxic. 400,000 compounds, 3.4% hits. AID 1347076, 2019; also: potency is read from the fitted curve at half-maximal effect; % is scaled to controls: 0 for no effect and ±100 for the full control effect; nearly all actives have a fitted effect of over 60% in size
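qHTS viability screen in drug-selected KB-V1 MDR cells: 72 h compound treatment at 37 degrees C, ATP luminescence end point.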
GLP1R cytotox = qHTS of GLP-1 Receptor Inverse Agonists: Cytotox Screen; 410,000 compounds, 0.13% hits; Potency, µM (doses to about 38.3 µM), inactives show at the highest dose activity change, negative = inhibition, hits mostly inhibitors; HEK293 cAMP-luciferase reporter cells, luminescence, 24 h; AID 624418, 2012;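 also: loss of luciferase light is scored as toxicity; potency is read from the fitted curve at half-maximal effect; % is scaled to controls: 0 for no effect and ±100 for the full control effect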
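MLSMR compounds, 24 hr on cells at 37 deg C/5% CO2; luminescence after luciferase reagent (12 min RT). Inhibition counted as the undesired cytotoxic outcome.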
HT1080 IDH1KD tx = qHTS for induction of synthetic lethality in tumor cells producing 2HG: qHTS for the HT-1080-IDH1KD cell line; HT-1080 IDH1 knockdown viability, ATP luminescence, 48 h; Potency, µM (series often up to 46.1 µM), without a hit: at the highest dose activity, negative = toxicity, actives largely listed as cytotoxic; 360,000 compounds, 2% hits; AID 686971, 2013;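 also: potency is read from the fitted curve at half-maximal effect; 0% = DMSO wells and -100% = cell-free medium wells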
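% activity derives from luminescence (CellTiter-Glo), normalised to DMSO and no-cell wells. HT-1080-IDH1KD cells, 750/well, had 48 h compound exposure at 37 °C.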
* marks the source's active call; other numbers are inactive results; ? = inconclusive; nt = no result given; & = joins results of further samples; [ ] = another dose, or the depositor's remark. Unless noted, calls follow the shape of the dose curve; as a rule, active = well fitted curve in the direction sought with a large enough effect; inconclusive = small, poorly fitted or top-dose-only effect, or another doubt; inactive = no such curve, though single readings can be large; an effect the other way counts as inactive or inconclusive.

Structure	HT1080NT lethal	DRD3 agonist	KB-3-1 cytotox	SW480 rerep	MCF10A rerep	IL-1B inflam inh	KB-V1 MDR tox	GLP1R cytotox	HT1080 IDH1KD tx
COc1cccc2c1C1(O)C2CCCCCCCCCC12OCCCO2 (stereo unspecified)	-20.1%	4.1	?	15.8%	?	7.9	-18.1%	5.4%	-28.5%
COc1cc(OC)c(OC)cc1/C=C/C(=O)c1ccc(NS(=O)(=O)c2ccc(C)cc2)cc1	-20.9%	30.7*	4.5%	?	5.8µM*	-59.9*	14.6µM*	103.6%[activator]	-19.9%
CCC(CC)c1nc(C#N)c(NCc2ccccc2)o1	?	-2.6	14.6µM*	?	?	0.8	?	-14.5%	?
CCC(CC)C(=O)N1c2ccccc2C(C)(c2ccccc2)CC1(C)C (stereo unspecified)	nt	3.5	1.0%	nt	nt	nt	-8.1%	12.3%	nt
COc1ccc(NC(=S)N2CCN(C/C=C/c3ccccc3)CC2)cc1OC	-2.2%	12.8	-8.6%	1.3%[9.22 µM]	9.3%	-8.2	-23.9%	-23.6%	-5.1%
COc1cc(CO)ccc1Oc1nc2ccccc2n2cnnc12	2.2%	-2.9	4.6%	-24.9%	-0.9%	-0.6	14.0%	-6.4%	-3.4%
CC(C)Oc1ccc(Cn2c(-c3ccco3)n[nH]c2=S)cc1	-3.5%	-3.8	2.9%	-7.6%	2.3%	5.9	-23.8%	6.4%	-6.2%
CN1C[C@@H]2[C@@H]3C(=O)N(C)C(=O)[C@@H]3[C@](C)(C1=O)N2C(=O)c1ccc(C(C)(C)C)cc1	4.8%	0.0	15.9%	-7.4%	13.3%	0.0	-5.3%	?	13.7%
Cc1ccc(NC(=O)c2cc3c([nH]c2=O)CC(C)(C)CC3=O)c(C)c1	nt	-12.2	6.5%	nt	nt	nt	16.8%	-1.0%	nt
CCN(CC)C(=O)Cn1cc(S(=O)(=O)CC(=O)NCCc2ccc(OC)c(OC)c2)c2ccccc21	0.0%	0.0	-1.2%	-17.3%	0.2%	-9.8	7.6%	0.8%	8.4%
NC(=O)C1CCN(C(=O)c2cc(S(=O)(=O)N3CCOCC3)c(Cl)cc2Cl)CC1	0.1%	2.3	-5.4%	-18.0%	?	-11.7	10.5%	-3.9%	-15.3%
CCOC(=O)N1CCN(C(=O)CCN2C(=O)COc3ccc(C)cc32)CC1	1.2%	-3.3	-10.6%	1.8%	0.5%	-5.1	?	1.7%	23.7%
CCOC(=O)c1ccc(NC2=CC(c3ccc(O)c(OCC)c3)N(c3ccc(C(=O)OCC)cc3)C2=O)cc1 (stereo unspecified)	nt	0.5	5.4%	nt	nt	nt	28.7%	-3.7%	nt
Cc1ccccc1NS(=O)(=O)c1ccc(C(=O)N(C)CC(=O)Nc2ccccc2Br)cc1	-5.3%	-6.2	-0.1%	-19.7%	17.8%	12.4	3.6%	-8.7%	-8.5%
O=C(NCCCN1CCOCC1)c1ccc(CNS(=O)(=O)c2ccc(Br)cc2)cc1	1.7%	7.5	0.3%	-5.0%&4.1%	1.3%&5.1%	7.8	0.8%	7.7%[1.53 µM]	4.4%
CSc1ccccc1C(=O)Nc1nc2ccccc2[nH]1	1.6%	-12.9	28.9%	0.8%	-0.2%	3.4	-26.9%	6.7%[0.307 µM]	22.9%
CN(C)CCNC(=O)c1cccc(-c2cnc3c(NC=O)cc(-c4ccc(F)cc4)cn23)c1	?	-8.0	0.0%	nt	nt	-8.2	5.3%	7.2%	23.1µM*
CCCNC(=S)N1CCC(C(=O)c2ccc3c(c2)OCCO3)CC1	-2.7%	6.3	-8.6%	1.0%	2.8%	-23.1	?	-3.7%	-1.6%
Cc1ccc2occ(CC(=O)N(Cc3ccc(Cl)cc3)Cc3ccco3)c2c1	nt	8.1	2.2%	nt	nt	nt	?	0.9%	nt
O=C(c1cn(-c2ccc(Cl)c(Cl)c2)nn1)C1CC1	22.1%	6.7	1.7%	-0.8%	-0.1%	33.5	-13.7%	-4.5%[7.66 µM]	0.6%
Cc1c(C(=O)N2CCc3ccccc3C2)oc2ccc(S(=O)(=O)N3CCCCCC3)cc12	5.8%	-17.7	?	8.1%	?	-14.4	?	-8.9%	-5.0%
Cc1cc(CNC(=S)Nc2ccc(Br)cc2Cl)nn1C	-16.3%	14.4	-2.6%	-22.5%	2.1%	-5.6	-3.9%	2.5%	-1.3%
N#Cc1c(Nc2ccccc2)[n+]([O-])c2ccc(Cl)cc2[n+]1[O-]	2.4%	-23.3	?	2.91µM*	16.2%	-20.3	-10.9%	-0.6%	?
O=C(O)c1cc([N+](=O)[O-])ccc1NCc1ccccc1Cl	-12.1%	-5.4	-6.9%	-1.2%	26.5%	22.2	5.3%	?	-0.6%
CCC(C)[C@H](NC(=O)OC(C)(C)C)C(=O)NCC1CCC(C(=O)N[C@@H](Cc2ccccc2)C(=O)O)CC1 (stereo partly specified)	4.9%	-1.3	?	-19.0%	-11.3%	0.0	-28.3%	-11.4%	4.1%
CCN(CC)S(=O)(=O)c1ccc(Cl)c(C(=O)Nc2cccnc2)c1	-8.8%	-5.5	-21.7%	7.8%	1.4%	17.8	-27.4%	4.9%	-13.6%
C=CCOC(=O)C1C(=O)CC(C)(O)C(C(=O)OCC=C)C1c1ccc(OCC)cc1 (stereo unspecified)	1.0%	2.7	-3.9%	-3.0%	13.5%	-1.2	-11.9%	-11.2%	-3.4%
O=S(=O)(c1cccc(Br)c1)N1CCN(S(=O)(=O)c2ccc3c(c2)OCCO3)CC1	nt	nt	-9.9%	-4.7%	0.6%	nt	-20.2%	nt	nt
C/C(=N\NC(=O)c1cc2ccccc2cc1O)c1ccc2c(c1)OCO2	-5.0%	-3.3	?	3.2%	8.8%	9.1	?	9.4%	-19.6%
CCOc1ccccc1NC(=S)Nn1cnnc1	0.1%	-4.0	0.0%	-13.1%	?	-8.3	18.2%	-7.0%	3.4%
CC(NC(=O)COc1ccccc1)C(c1cccs1)N1CCCC1 (stereo unspecified)	4.2%	-4.4	-11.1%	3.0%	-1.6%	-0.4	-20.7%	0.7%	2.8%
O=C(c1ccc(Br)cc1)N1CCC(C(=O)N2CCN(Cc3ccccc3)CC2)CC1	-2.6%	-36.9	nt	2.1%	1.5%	0.4	nt	10.5%	-14.6%
COc1ccc(NC(=O)c2nnn(Cc3ccccc3C)c2N)c(OC)c1	nt	-8.2	?	nt	nt	nt	-18.9%	0.0%	nt
Cc1ccc(NS(=O)(=O)c2ccc3c(c2)NC(=O)C(C)C(=O)N3)c(Cl)c1 (stereo unspecified)	2.7%	-4.8	?	-12.1%	5.5%	0.0	?	-6.0%	1.4%
Cc1cc(NC(=O)c2ccc3[nH]c(C)c(C)c3c2)ccn1	-23.3%	-12.0	?	-4.3%	10.3%	-58.2*	?	-6.9%	?
CCC(C)C1/C=C\CC(NC(=O)OCC2c3ccccc3-c3ccccc32)CC(=O)N1Cc1ccccc1 (stereo unspecified)	-26.6%	-16.3	0.0%	-4.2%	?	-13.7	-0.5%	0.6%	?
CCCCNc1oc(-c2ccc(COc3ccc(OC)cc3)o2)nc1C#N	nt	-5.3	-17.0%	nt	nt	nt	-4.8%	0.3%	nt
CC(=O)N1CCCc2cc(S(=O)(=O)N3CCc4ccccc4C3)ccc21	-1.6%	3.7	-0.9%	1.5%	-1.8%	-9.8	?	-12.1%	-15.2%
CCCN(CCC)CCNc1c(NC2CCN(C(=O)OCC)CC2)c(=O)c1=O	2.3%	-3.7	-9.9%	10.2%	7.4%	-5.4	-20.2%	11.5%	-0.7%
O=C(NNC1CC(=O)N(c2ccc(F)cc2)C1=O)c1cccnc1 (stereo unspecified)	10.8%	2.9	-7.1%	-13.4%	1.5%	21.4	0.0%	8.8%	6.2%
COc1ccc(Cl)cc1NC(=O)CN1CCC(NC(=O)C2CC2)CC1	-2.6%	-12.2	-4.6%	-13.5%	4.7%	20.4	-2.9%	-16.9%	-13.3%
CCOC(=O)C1(Cc2cccc(Cl)c2)CCCN(C(=O)c2cccc(C)n2)C1 (stereo unspecified)	-0.2%	5.7	-7.7%	-1.3%	10.3%	-0.1	-12.8%	-14.6%	-14.2%
O=C(O)CC(C(=O)Nc1ccc(F)cc1)C1CCCO1 (stereo unspecified)	-0.7%	-5.1	-4.1%	19.5%	-11.5%	-3.7	-5.8%	2.5%	-2.4%
CC(C)(C)NC(=O)C(c1cccnc1)N(C(=O)c1ccc(Cl)nc1)C1CCCC1 (stereo unspecified)	12.2%	-1.1	9.2%	2.3%	0.3%	0.6	?	-0.8%[7.66 µM]	12.5%
CNC(=S)NNC(=O)c1sc2cc(C(F)(F)F)cnc2c1-c1ccccn1	13.0%	-7.0	4.6%	-123.6%[inhibitor]	-11.0%	21.9	2.0%	16.8%	5.6%
COc1ccc(OC)c(/C=N/n2c(COc3ccccc3)n[nH]c2=S)c1	-4.7%	-2.7	?	-8.8%	22.2%	56.9	10.6%	11.2%	-5.0%
CC1Cc2ccccc2N1C(=O)CSc1ncccc1C(=O)O (stereo unspecified)	17.9%	9.9	-4.5%	-1.3%	-4.1%	8.3	?	8.0%	-1.3%
